Screens from PubChem BioAssay.
PLC-beta3 inh = inhibitors of human phospholipase C beta3 | Purified PLC-beta3, fluorogenic substrate, fluorescence | inhibition, % at 12.2 µM | AID 720704 | Q01970 | 370,000 tested, 0.18% active; in the data active = inhibition above about 11%;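 note: 0% = median of compound wells on plate and 100% = full blocker control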
ADAM17 inh = inhibitors of human ADAM17; recombinant ADAM17, EDANS/DABCYL FRET peptide cleavage; inhibition, % at 6.95 µM; 370,000 tested, 0.83% active; AID 720648;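 active = inhibition above the mean of compounds lying between control limits plus 3 SD, set per campaign, cut at about 8.5% in these data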;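 note: 0% = DMSO-only wells as the low control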
Target sequence (P78536 215-824 limits assumed): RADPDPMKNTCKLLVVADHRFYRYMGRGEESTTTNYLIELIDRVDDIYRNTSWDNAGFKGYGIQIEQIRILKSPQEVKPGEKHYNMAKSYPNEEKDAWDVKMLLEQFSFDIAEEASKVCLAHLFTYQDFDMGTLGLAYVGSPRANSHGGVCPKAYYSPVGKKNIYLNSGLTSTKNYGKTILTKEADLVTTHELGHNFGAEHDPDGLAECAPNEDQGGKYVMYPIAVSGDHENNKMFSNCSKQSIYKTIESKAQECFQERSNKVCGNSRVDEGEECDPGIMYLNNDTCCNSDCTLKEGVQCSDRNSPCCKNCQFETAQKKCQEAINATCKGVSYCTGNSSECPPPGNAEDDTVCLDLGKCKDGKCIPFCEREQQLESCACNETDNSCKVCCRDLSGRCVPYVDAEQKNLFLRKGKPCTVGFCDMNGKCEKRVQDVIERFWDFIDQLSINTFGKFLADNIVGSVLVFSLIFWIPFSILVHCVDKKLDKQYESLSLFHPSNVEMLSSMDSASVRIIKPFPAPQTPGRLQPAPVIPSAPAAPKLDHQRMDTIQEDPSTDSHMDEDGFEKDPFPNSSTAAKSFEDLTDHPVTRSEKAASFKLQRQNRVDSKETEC
ASAP1 GAP inh = ASAP1 ArfGAP inhibition; Q9ULH1; ASAP1-stimulated ARF1 GTP hydrolysis, GDP FP detection; 360,000 tested, 0.19% active; inhibition, % at 16.5 µM; AID 624377; in the data active = inhibition above about 25%;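 note: 0% = vehicle with enzyme and substrate and 100% = no enzyme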
MBD2 inh = blocks human MBD2 binding to methylated DNA | TR-FRET, MBD2 binding to methylated oligonucleotide | 370,000 tested, 0.31% active | AID 686964 | inhibition, % at 4.4 µM | Q9UBB5; in the data active = inhibition above about 13%
UHRF1 MBD2 ctr = UHRF1 methyl-DNA binding inhibition. Q96T88. UHRF1 binding to methylated oligo, TR-FRET. inhibition, % at 4.4 µM. 370,000 tested, 0.75% active. AID 687016; in the data active = inhibition above about 21%;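 note: UHRF1 SRA domain binding a hemimethylated CpG hairpin DNA probe; 0% = median of test compound wells and 100% = reference inhibitor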
DDE Tn6 FP inh = disrupts Tn6 cyclic peptide binding to fibrin D-Dimer-E complex | inhibition, % at 8.3 µM | AID 720509 | 370,000 tested, 0.21% active | P02675 | Fibrin DD(E) TRITC-Tn6 fluorescence polarization displacement;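 active = inhibition above a per-campaign cutoff: mean of compounds within control limits plus 3 SD, cut at about 15% in these data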;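 note: 0% = median of all compound wells on the plate and 100% = blocking peptide control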
KLK7 zymogen act = activators of human kallikrein-7 zymogen. P49862. purified proKLK7, EDANS-DABCYL substrate fluorescence; 100% is mature enzyme control, 0% vehicle. activation, % at 7 µM. 370,000 tested, 0.9% active. AID 652039;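 active = activation above the mean of all tested compounds plus 3 SD, computed per campaign excluding outliers beyond control limits, cut at about 13% in these data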
Target sequence (P49862 whole entry, looked up): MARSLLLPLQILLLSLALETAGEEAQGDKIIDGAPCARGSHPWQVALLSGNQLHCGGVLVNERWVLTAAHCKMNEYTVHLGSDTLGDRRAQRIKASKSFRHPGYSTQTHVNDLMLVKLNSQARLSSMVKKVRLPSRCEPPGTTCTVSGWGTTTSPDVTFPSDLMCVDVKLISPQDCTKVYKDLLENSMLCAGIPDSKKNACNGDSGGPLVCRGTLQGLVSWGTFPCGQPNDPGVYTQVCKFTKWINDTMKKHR
Tn7 DDE FP = DD(E)-Tn7 binding inhibition, primary FP screen; 370,000 tested, 0.13% active; inhibition, % at 8.3 µM; P02675; FP displacement of FITC-Tn7 peptide from fibrin DD(E); 0% = median of compound wells per plate;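 active = inhibition above the mean of compounds falling within the control limits plus 3 SD of them, cut at about 14% in these data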;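 note: 0% = plate median of compound wells and 100% = 10 µM Aha-Tn7 peptide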
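Assay system: Human clot-derived fibrin DD(E) complex | Buffer or medium: Tris/NaCl/CaCl2 buffer, pH 7.8 | Repeats: One replicate per compound | Benchmarks: Aha-Tn7 high control | Measure: % inhibition scaled between sample-field median and high-control FP | Schedule: 10 min plus 3 h, room temperature | Signal: Fluorescence polarization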
ARFGAP1 inhibitor = rat ARFGAP1 inhibition; Q62848; Arfgap1-stimulated ARF1 GTP hydrolysis, GDP FP detection; 360,000 tested, 0.26% active; inhibition, % at 16.5 µM;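 active = inhibition above a per-plate limit, mean inhibition of low control wells plus 3 SD, cut at about 25% in these data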;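 note: 0% = DMSO wells with enzyme and 100% = wells lacking Arfgap1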
Target sequence (Q62848 1-136 limits assumed): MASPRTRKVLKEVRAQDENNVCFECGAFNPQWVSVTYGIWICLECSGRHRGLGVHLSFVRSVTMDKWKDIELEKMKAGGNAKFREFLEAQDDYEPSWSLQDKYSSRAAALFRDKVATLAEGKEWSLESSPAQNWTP
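Repeats: one replicate per compound; assay system: rat Arfgap1 catalytic domain, aa 1-136; times: enzyme reaction 120 min at 25 °C after 20 min preincubation; detection: FP of antibody-bound GDP Alexa 633 tracer, ex 620/em 688 nm; benchmarks: high control wells lacking Arfgap1, low control full reaction with DMSO; reagent: human ARF1(Δ1-17)-GTP substrate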
PLCg1 inh = blocks human PLC-gamma1 enzyme activity. inhibition, % at 12.2 µM. P19174. AID 720700. 370,000 tested, 0.84% active. purified PLC-gamma1, fluorogenic substrate, fluorescence; in the data active = inhibition above about 9.5%
An asterisk follows results filed as active; i = inactive.

SMILES | PLC-beta3 inh | ADAM17 inh | ASAP1 GAP inh | MBD2 inh | UHRF1 MBD2 ctr | DDE Tn6 FP inh | KLK7 zymogen act | Tn7 DDE FP | ARFGAP1 inhibitor | PLCg1 inh
CCS(=O)(=O)c1ccc2oc(Nc3cc(Cl)ccc3OC)nc2c1 | -4 | -2 | 6 | -7 | -2 | -4 | 0.4 | -1 | 11 | 0
COc1ccccc1C(=O)NCCC(=O)NCC(c1ccco1)N1CCCC1 (stereo unspecified) | -6 | -3 | 3 | 3 | -2 | -4 | -0.5 | 4 | 4 | 4
Cc1ccc(S(=O)(=O)N2CCC(=O)N([C@H](COCc3ccc(Cl)cc3Cl)Cc3ccccc3)CC2)cc1 | 3 | -6 | -1 | -3 | 3 | 11 | -0.4 | 1 | 6 | 1
Nc1cccc(S(=O)(=O)NC2=NCCC2)c1 | 1 | 0 | -2 | 1 | -3 | -3 | -0.3 | 0 | 7 | 1
CC(=O)Nc1cccc(NC(=O)Nc2cccc(Cl)c2C)c1 | 1 | -2 | -3 | -1 | 2 | -5 | -0.2 | 3 | -3 | 3
Cc1ccc(OCC(=O)NNC(=O)Cn2nnc(-c3ccccc3)n2)cc1 | 0 | 0 | -7 | 0 | -3 | -1 | 0.7 | -5 | -2 | 1
CCCOc1ccc(N2C(=O)CC(NCC(=O)OCC)C2=O)cc1 (stereo unspecified) | -5 | -1 | 0 | 7 | 1 | 2 | -0.5 | 1 | -3 | 0
COc1ccc(NC(=O)c2cccc3cccnc23)cc1S(N)(=O)=O | -9 | -2 | 10 | -7 | -7 | 1 | 1.4 | 4 | -8 | -8
O=C(CSc1nnc(NC(=O)c2ccco2)s1)Nc1ccccc1F | -11 | -3 | 4 | 0 | -2 | 0 | 0.1 | 1 | -7 | 1
CS(=O)(=O)N1CCN(C(=O)c2cc(-c3cccs3)nc3ccccc23)CC1 | -473 | -360 | 11 | 1 | -2 | 5 | 13* | 6 | 7 | -402
COc1ccc(CCC(=O)N(c2nnc(-c3cccnc3)s2)C(C)C)cc1 | -3 | -5 | -8 | -5 | 1 | 6 | 0.2 | 1 | 5 | 4
Cc1ccc(-c2nn(CC(=O)N(C)C)c(=O)c3ccccc23)cc1S(=O)(=O)N(C)C | 2 | -1 | 0 | 0 | 0 | 1 | 0.7 | -3 | 6 | 3
O=C(c1ccco1)N1CCN(Cc2cc(=O)oc3cc(O)ccc23)CC1 | i | i | -11 | -3 | -1 | 0 | 90* | -2 | 13 | i
COc1cccc(CN2C(=NC(=O)C3CCCO3)SC3CS(=O)(=O)CC32)c1 (stereo unspecified) | 0 | -6 | -1 | 5 | 1 | 7 | 0.6 | 2 | 7 | -4
Cc1ccc(NC(=O)c2cc(=O)[nH]c3ccccc23)cc1 | -7 | 1 | 4 | 4 | 4 | -3 | -0.3 | 0 | -17 | 1
CCOC(=O)/C=C/C(=O)Nc1ccccc1-c1ccccc1NC(=O)/C=C/C(=O)OCC | 4 | 1 | -8 | 0 | -2 | 0 | 0.0 | 1 | -12 | 0
Cc1cccc(CSc2cn(CC(=O)N3CCOCC3)c3ccccc23)c1 | 4 | 1 | 1 | -6 | -5 | -7 | -0.3 | 3 | -2 | 2
COc1nc(C)ccc1-c1noc(-c2cccs2)n1 | -8 | -3 | 15 | 4 | -1 | -8 | 0.2 | -4 | 4 | 0
O=C(COc1ccc(C(=O)c2ccc(F)cc2)cc1)Nc1cccc(S(=O)(=O)N2CCOCC2)c1 | -1 | 4 | -11 | 2 | 0 | -1 | 0.3 | 0 | 1 | 1
Oc1cc(-n2cccn2)c(O)cc1-n1cccn1 | -24 | -7 | 11 | -4 | -4 | -6 | -1.4 | -2 | 7 | -8

Results in ASAP1 GAP inh and ARFGAP1 inhibitor, for two of the compounds above:
Structure,ASAP1 GAP inh,ARFGAP1 inhibitor
COc1nc(C)ccc1-c1noc(-c2cccs2)n1,15,4
O=C(COc1ccc(C(=O)c2ccc(F)cc2)cc1)Nc1cccc(S(=O)(=O)N2CCOCC2)c1,-11,1

Other results follow:
SMILES | PLC-beta3 inh | ADAM17 inh | ASAP1 GAP inh | MBD2 inh | UHRF1 MBD2 ctr | DDE Tn6 FP inh | KLK7 zymogen act | Tn7 DDE FP | ARFGAP1 inhibitor | PLCg1 inh
CCN(CC)c1ccc(NC(=O)c2ccc(Br)o2)c(C)c1 | 1 | 0 | 3 | -2 | -2 | 6 | 0.4 | 4 | 5 | 4
Cc1ccccc1OCc1ccc(C(=O)N2CC(C)OC(C)C2)o1 (stereo unspecified) | -2 | -3 | -3 | -3 | -1 | -3 | 0.2 | -1 | -5 | -1
O=c1ccc(Cc2ccc(Cl)cc2)n[nH]1 | 0 | -2 | 3 | 0 | -1 | -3 | 0.6 | 5 | -15 | -2
NC(=O)c1ccccc1NC(=O)c1cc(S(=O)(=O)N2CCCCC2)ccc1N1CCOCC1 | -101 | -21 | -7 | 4 | 0 | 0 | 1.4 | 9 | -5 | -82
COc1ccccc1N(CC(=O)NCCSc1ccc(Cl)cc1)S(C)(=O)=O | 2 | -3 | 12 | 4 | 2 | -2 | -0.4 | -2 | -4 | 0
Cc1ccsc1CN(C(=O)c1ccccc1)C1CCS(=O)(=O)C1 (stereo unspecified) | -6 | -4 | 3 | 2 | 0 | 0 | 0.1 | 4 | 13 | 2
COC(=O)c1cc[n+](CC(=O)c2ccccc2)cc1 | -24 | -4 | -5 | -2 | 6 | -7 | -10 | -5 | 10 | -22
O=C(CCCn1c(=O)oc2ccccc21)Nc1cccnc1 | 3 | 3 | -2 | -1 | 0 | 0 | -0.2 | -8 | 22 | 7
CCCCNCC1CCCO1 (stereo unspecified) | -2 | 0 | 1 | -7 | -2 | 1 | 0.7 | 6 | -14 | 0
CC1CCCCN1c1cc(C#N)c(C#N)cc1[N+](=O)[O-] (stereo unspecified) | -2 | -4 | 3 | -3 | -6 | -7 | 0.6 | -2 | 8 | 0
CNC(=O)CSc1nnnn1CCCOC | 2 | -1 | 10 | 4 | -2 | 11 | 0.6 | -9 | 7 | 0
Cc1cccc(C)c1N(Cc1ccccc1F)S(C)(=O)=O | 3 | -4 | 0 | 2 | 2 | 2 | 0.2 | 1 | 0 | -3
COc1ccc(C(=O)NCc2ccc3c(c2)CCO3)cc1 | -10 | -2 | 8 | 2 | 4 | -3 | 0.2 | -1 | 12 | -1
CN1CCN(/N=C/c2ccc(Cl)c(Cl)c2)CC1 | 2 | -3 | 2 | 5 | 2 | 1 | 0.1 | 2 | 13 | -2
CCCn1nc(C(=O)OCn2nnc3ccccc3c2=O)c2ccccc2c1=O | 3 | 1 | -8 | -3 | 2 | -5 | 0.2 | -4 | 5 | 1
O=C(Nc1cccc(NC(=O)C2CC3CCCC(C2)C3=O)n1)C1CC2CCCC(C1)C2=O (stereo unspecified) | 1 | -2 | 10 | -5 | -1 | 4 | 0.1 | -2 | 11 | 0
O=c1[nH]c2ccc(S(=O)(=O)NCCO)cc2[nH]1 | 2 | -4 | 6 | 2 | -1 | 0 | 0.7 | -3 | -8 | -2
CCOC(=O)c1cc(C(=O)c2cc(Br)ccc2O)coc1=N | -5 | -4 | -11 | 2 | -6 | 2 | 0.0 | -3 | 0 | -4
Cc1ccccc1OCc1nnc(SCC(=O)NCc2ccco2)n1C | -1 | -2 | -10 | -4 | 3 | 3 | -0.1 | 3 | 4 | 0
COc1ccccc1C=Cc1ccnc2ccccc12 | -19 | -3 | -1 | 6 | -4 | 2 | -1.6 | -5 | -2 | -12

The list goes on; it opens with the 3 that closed the last part.
SMILES | PLC-beta3 inh | ADAM17 inh | ASAP1 GAP inh | MBD2 inh | UHRF1 MBD2 ctr | DDE Tn6 FP inh | KLK7 zymogen act | Tn7 DDE FP | ARFGAP1 inhibitor | PLCg1 inh
CCOC(=O)c1cc(C(=O)c2cc(Br)ccc2O)coc1=N | -5 | -4 | -11 | 2 | -6 | 2 | 0.0 | -3 | 0 | -4
Cc1ccccc1OCc1nnc(SCC(=O)NCc2ccco2)n1C | -1 | -2 | -10 | -4 | 3 | 3 | -0.1 | 3 | 4 | 0
COc1ccccc1C=Cc1ccnc2ccccc12 | -19 | -3 | -1 | 6 | -4 | 2 | -1.6 | -5 | -2 | -12
O=C(NNC(=S)Nc1ccccc1)C1CC1 | 0 | -3 | 7 | 3 | 2 | 2 | 0.3 | 0 | 8 | 0
Cc1ccccc1-c1nc(CN2CCN(C(=O)c3ccco3)CC2)c(C)o1 | -11 | 0 | 0 | 3 | 2 | -2 | -0.2 | 0 | 16 | -3
Nc1ccc2c(c1)C(=O)c1ccccc1-2 | 1 | 1 | -3 | -21 | -16 | 2 | -0.1 | 10 | -10 | 4
S=C1NC2(CCCCC2)Cc2ccccc21 | 2 | 1 | -4 | 3 | 2 | 2 | 0.8 | -8 | -10 | 3
Cc1cc(C)n(-c2ncc3c(n2)N(CCO)CCOC3=O)n1 | -15 | -6 | -4 | 2 | -1 | 0 | -0.3 | 6 | 4 | -5
COC(=O)C1=C(C)NC(C)=C(C(=O)OC)C1C(=O)OCc1nc2cc(C(=O)OC)ccc2c(=O)[nH]1 | -91 | -46 | 10 | 10 | 6 | -4 | -0.5 | 1 | 6 | -94
CSCCC(NS(=O)(=O)c1ccc(C)cc1)C(=O)N1CC=C(c2ccccc2)CC1 (stereo unspecified) | -2 | -1 | -15 | 0 | -1 | -1 | 0.6 | 5 | 4 | -31
COc1ccccc1CNC(=O)COC(=O)CSc1ccc(C)c(C)c1 | -11 | -4 | -2 | 0 | -2 | 1 | -0.2 | 0 | 21 | 0
Cc1ccc(NC(=O)C(C)OC(=O)Cn2[nH]c(=O)c3ccccc3c2=O)cc1 (stereo unspecified) | 0 | -2 | 13 | -1 | 0 | -3 | 0.0 | -4 | 2 | -2

Part of the list above, with values under each structure:
The line under a structure holds: PLC-beta3 inh | ADAM17 inh | ASAP1 GAP inh | MBD2 inh | UHRF1 MBD2 ctr | DDE Tn6 FP inh | KLK7 zymogen act | Tn7 DDE FP | ARFGAP1 inhibitor | PLCg1 inh
- S=C1NC2(CCCCC2)Cc2ccccc21
  2 | 1 | -4 | 3 | 2 | 2 | 0.8 | -8 | -10 | 3
- Cc1cc(C)n(-c2ncc3c(n2)N(CCO)CCOC3=O)n1
  -15 | -6 | -4 | 2 | -1 | 0 | -0.3 | 6 | 4 | -5
- COC(=O)C1=C(C)NC(C)=C(C(=O)OC)C1C(=O)OCc1nc2cc(C(=O)OC)ccc2c(=O)[nH]1
  -91 | -46 | 10 | 10 | 6 | -4 | -0.5 | 1 | 6 | -94
- CSCCC(NS(=O)(=O)c1ccc(C)cc1)C(=O)N1CC=C(c2ccccc2)CC1 (stereo unspecified)
  -2 | -1 | -15 | 0 | -1 | -1 | 0.6 | 5 | 4 | -31
- COc1ccccc1CNC(=O)COC(=O)CSc1ccc(C)c(C)c1
  -11 | -4 | -2 | 0 | -2 | 1 | -0.2 | 0 | 21 | 0
- Cc1ccc(NC(=O)C(C)OC(=O)Cn2[nH]c(=O)c3ccccc3c2=O)cc1 (stereo unspecified)
  0 | -2 | 13 | -1 | 0 | -3 | 0.0 | -4 | 2 | -2
